Screens from PubChem.
S3 lipid droplet: qHTS Assay for Lipid Storage Modulators in Drosophila S3 Cells; Drosophila S3 cells, BODIPY lipid droplet fluorescence, 18-24 h; cells fed with added oleic acid; Potency in µM for hits, for the others lipid storage change, negative = inhibition, % at the top dose, mostly 46.1 µM; 0.64% of 320,000 active; active means well fitted inhibition curve with a large enough effect in the signal ratio, with a control signal flat, not every such curve was filed as active; inconclusive means small, poorly fitted or top-dose-only effect, or effect the other way, or a change in a side signal; the % refers to the signal ratio
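Laser-scanning cytometry quantifies lipid droplet accumulation (500–530 nm total intensity; droplet/cell object ratio) in oleic acid-fed (400 uM added) Drosophila S3 cells treated with a concentration series. 20 uM Triacsin C defined 100% inhibition.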
S3 lipid droplet cell count max: recorded beside S3 lipid droplet, whose call it bears; cell number change, %; measured here: cell count max response;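 cells counted by Cell Tracker Red CMTPX staining in the red channel; peak over a dose series mostly up to 46.1 µM; percent activity relative to internal control wells on each plate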
An asterisk follows results filed as active; i = inactive; ? = inconclusive; . = not tested or not shown; [ ] = remark or other dose. On the % scale 0 is the no-effect control and ±100 the full control effect; potency means the concentration at half of the fitted maximal effect. This is a subset (hit frequency here may not be typical).

entry	SMILES	S3 lipid droplet	S3 lipid droplet cell count max
1	Nc1nc(NC(=O)/C=C/c2ccc(F)cc2)nn1-c1ccccc1	6.9%	11.8
2	Cc1ccc(N(CC(=O)NCc2ccc(F)cc2)S(=O)(=O)c2c(C)nn(C)c2C)cc1	?	.
3	CCCc1cc(C(=O)Nc2cc(OC)ccc2OC)cs1	?	.
4	O=C(NCCc1cccc(F)c1)C1CCN(S(=O)(=O)c2ccccc2)CC1	?	.
5	CC(C)Cc1ccc(/C=C/C(=O)N2CCCCC2)cc1	?	.
6	O=C(COC(=O)/C=C/c1ccc(Cl)c(Cl)c1)NC1CCCC1	?	.
7	O=C(c1cc2cc3ccc(Cl)cc3nc2o1)N1CCCCCC1	i	4.3
8	Cc1ccc(-c2[nH]c(=O)n3ccncc23)s1	4.5%	1.8
9	COc1ccc(/C(C)=N/OCC(=O)N2CC3(C)CC2CC(C)(C)C3)cc1 (configuration not stated)	24.2%	20.7
10	O=C(COc1cccnc1[N+](=O)[O-])NCc1ccc2c(c1)OCO2	?	.
11	CCN(CC)CCCNC(=O)CN1N=C(c2ccc(OC)cc2)CCC1=O	?	.
12	CCN(CC)S(=O)(=O)c1ccc(NC(=O)CN(c2cccc(F)c2)S(C)(=O)=O)cc1	i	.
13	Cc1ccc(-c2n[nH]c(=S)n2/N=C/c2cc3c(cc2[N+](=O)[O-])OCO3)cc1	?	.
14	CCN(c1ccccc1)S(=O)(=O)c1ccc(C(=O)N(CCCN(C)C)c2nc3cc4c(cc3s2)OCO4)cc1	?	.
15	COC(=O)C1=CN(C(C)C)C=C(C(=O)OC)C1c1cc2c(cc1Br)OCO2	?	.
16	O=C(c1ccccc1)c1c(O)nc(-c2ccccc2)n(-c2ccccc2)c1=O	?	.
17	CC(C)C[C@@H](NC(=O)C1CCC(CNC(=O)[C@@H]2CCCN2C(=O)OC(C)(C)C)CC1)C(=O)O (some centres not stated)	?	.
18	CC1=CC(c2ccccc2)n2nc(NC(=O)CCC(=O)O)nc2N1 (configuration not stated)	-9.9%	11.9
19	COc1ccc(CCNc2oc(COc3ccc(F)cc3)nc2C#N)cc1	?	.
20	CC(C)(C)c1nnc(NC(=O)CCn2cnc3ccccc3c2=O)s1	-15.4%	-1.6
21	CCOc1ccccc1CN1CCN(Cc2ccc(C)o2)CC1CCO (configuration not stated)	?	.
22	Cc1ccccc1-n1cc(CNC(=O)CCc2nnc(CCc3ccccc3)o2)cn1	25.6%	-13.7
23	CCc1nc(SCc2ccc(C(=O)OC)o2)c2c(=O)n(C)c(=O)n(C)c2n1	7.0%	-1.2
24	O=C(NN1C(=O)C2C3CCC(O3)C2C1=O)c1ccc(Cl)cc1 (configuration not stated)	-5.1%	3.5
25	COc1cc(CN2CCNC(=O)C2CC(=O)N2CCc3ccccc3C2)cc(OC)c1 (configuration not stated)	-1.6%	-5.3
26	O=C(NCC1(N2CCCCC2)CCCCC1)c1cccc(NS(=O)(=O)c2ccccc2)c1	?	.
27	COCC(=O)OCC(=O)c1cc(C)n(-c2ccc(Br)cc2)c1C	?	.
28	C=CCSc1ncccc1C(=O)NCc1ccc(C)cc1	21.9%	-1.0
29	CCN(CC)C(=O)c1sc(N2C(=O)Nc3ccccc3N2O)c(C(=O)OC)c1C	6.6%	0.3
30	CCOc1ccc(N(CC(=O)NC(C(C)C)C(C)C)S(=O)(=O)c2ccc(OC)c(OC)c2)cc1	-10.3%	14.0
31	CCCCOc1ccc(N2C(=O)CC(NCCc3ccc(S(N)(=O)=O)cc3)C2=O)cc1 (configuration not stated)	?	.
32	CC(=O)Nc1ccc(S(=O)(=O)N2CCC(c3nc4c(nnn4Cc4ccccc4Cl)c(=O)[nH]3)CC2)cc1	?	.
33	CCN(C(=O)Cc1ccc(Br)cc1)C1CCCCC1	?	.
34	COc1ccc(N(C)S(=O)(=O)c2cccc(C(=O)Nc3ccc(-n4cnnn4)cc3)c2)cc1	?	.
35	CCC(CC)c1nnc(NC(=O)c2cc(C(=O)OC)cc([N+](=O)[O-])c2)s1	?	.
36	CCCNC(=S)N1CCC(C(=O)c2ccc(OC)cc2)CC1	7.4%	0.8
37	COc1ccc2oc(C(=O)N(Cc3ccco3)Cc3cccs3)c(C)c2c1	i	.
38	O=[N+]([O-])c1ccc([C@H](O)[C@H](CO)N=Cc2ccccc2O)cc1	?	.
39	COc1cc(NC(=O)c2ccccc2)c(OC)cc1NC(=O)CSc1[nH]c(=O)cc(C)c1C#N	i	23.5
40	O=S(=O)(Cc1ccc(Cl)cc1)Nc1ccc2c(c1)OCO2	?	.
41	CC(C)NC(=O)C1CCN(C2CCN(Cc3cn[nH]c3-c3ccccc3)CC2)CC1	?	.
42	Cc1onc(-c2ccccc2Cl)c1C(=O)NCc1cccs1	-2.1%	.
43	COC(=O)C1=C(C)N(C)C(=O)/C1=C\c1ccco1	-18.9%	-16.3
44	CC(C)n1cc(/C=C2/SC(=O)N(CC(=O)N3CCCC3)C2=O)c2ccccc21	-17.4%	-6.7
45	CCOC(=O)c1nn(-c2c(C)n(C)n(-c3ccccc3)c2=O)cc1O	-5.4%	-0.6
46	O=C1C2CCCN2C(=O)N1CCCN1CCN(c2cccc(Br)c2)CC1 (configuration not stated)	i	-9.3
47	Cc1cnc(C(=O)Nc2ccc(C(C)C)cc2)cn1	?	.
48	O=C(O)CSc1c(-c2cccs2)[nH]c2ccccc12	?	.
49	CCC(=O)Nc1ccc(S(=O)(=O)NCc2ccco2)cc1	?	.
50	Cc1ccc(S(=O)(=O)N2CCCC2CNC(=O)C(=O)NCc2ccccn2)cc1 (configuration not stated)	?	.

Entries of single compounds from above:
Entry for `COC(=O)C1=C(C)N(C)C(=O)/C1=C\c1ccco1` → S3 lipid droplet: -18.9%; S3 lipid droplet cell count max: -16.3
Entry for `CCC(=O)Nc1ccc(S(=O)(=O)NCc2ccco2)cc1` → S3 lipid droplet: ?; S3 lipid droplet cell count max: .

Additional entries follow:
entry	SMILES	S3 lipid droplet	S3 lipid droplet cell count max
51	CCOC(=O)N1CCN(c2c(NCc3ccc(Cl)cc3)c(=O)c2=O)CC1	?	.
52	CCCCc1c(C)nc2ccc(OC)cc2c1SCCC(=O)O	8.4%	-0.8
53	CS(=O)(=O)N1CCC(C(=O)NCCc2ccccc2)CC1	-23.9%	-11.6
54	CCCCn1nc(C(=O)NCc2ccccc2CN2CCCC2)c2ccccc2c1=O	?	.
55	CCOc1ccc(S(=O)(=O)N2CCN(S(=O)(=O)c3ccc(OCC)cc3)C(C)C2)cc1 (configuration not stated)	13.7%	8.3
56	CCc1ccc(NC(=O)COn2nnc3ccc(S(=O)(=O)N(C)C)cc32)cc1	i	19.1
57	CCCC(=O)Nc1ccc(Cl)c(-c2nc3ncccc3o2)c1	-1.8%	.
58	CC1CCCN(S(=O)(=O)c2ccc(S(=O)(=O)N3CCCC3)cc2)C1 (configuration not stated)	?	.
59	CCOc1ccccc1Oc1cn[nH]c1-c1ccc(OC)cc1O	?	.
60	CCOC(=O)CN(c1cccc(C(C)=O)c1)S(C)(=O)=O	?	.
61	O=C(c1cccnc1)C1Cc2ccccc2C1=O (configuration not stated)	?	.
62	O=C(N/C(=C/c1cccnc1)C(=O)N1CCOCC1)c1ccccc1Br	10.3%	4.3
63	c1ccc2c(c1)nc(Nc1ccc3c(c1)OCO3)c1nnnn12	?	.
64	CCOC(=O)/C(C#N)=C/c1cc2ccccc2nc1N1CCOCC1	?	.
65	O=C(Cn1c(=O)n(CCC(=O)N2CCCCC2)c(=O)c2sccc21)NCc1ccccc1	?	.
66	Cc1c(Cl)cccc1NC(=O)CN1CCN(CCO)CC1	2.1%	6.3
67	CCSc1nnc(N)s1	?	.
68	C=CCn1cc(/C=N\NC(=O)c2cc3c(ccc4ccccc43)o2)c2ccccc21	?	.
69	O=c1c2ccccc2ncn1-c1ccccc1[N+](=O)[O-]	?	.
70	CCC1=Nc2cc(C(=O)O)ccc2Sc2ccc(Cl)cc21	-3.4%	10.2
71	NC1=NC[C@@H](Cc2ccc(O)cc2)N1CCc1cccc2ccccc12	?	.
72	COc1ccc2[nH]c(C(=O)O)c(CCNC(=O)/C=C/c3ccc(O)c(OC)c3)c2c1	?	.
73	CCCCN1C(=O)CC(Sc2ncccc2C(=O)O)C1=O (configuration not stated)	?	.
74	CC(C)OC(=O)c1c(F)c(F)c(N2CCOCC2)c(F)c1F	?	.
75	CN(C)NC(=S)NC1(C)CCS(=O)(=O)C1 (configuration not stated)	?	.
76	C=CCN(CC(=O)NCc1ccccc1)C(=O)c1csnn1	?	.
77	COc1ccc(OCc2nnc(SC3CCOC3=O)n2-c2ccccc2)cc1 (configuration not stated)	i	3.5
78	CCOC(=O)C1=C(CC)OC(N)=C(C#N)C1c1ccc(OC)cc1OC (configuration not stated)	7.9%	-2.9
79	NC1=NC(=O)/C(=C/c2cn(CCC(=O)O)nc2-c2ccc(Cl)cc2)S1	-4.6%	-8.0
80	CC(=O)Nc1cccc(C(=O)OC(C)C(=O)NC2CCCc3ccccc32)c1 (configuration not stated)	-5.8%	7.3
81	CC(C)=C1SC(N2CCN(c3cccc(Cl)c3)CC2)=NC1=O	-7.9%	6.0
82	CCc1ccc(OCc2nnc(SCC(=O)NC3CCCCC3)o2)cc1	?	.
83	CCc1ccc2c(CN3CCN(Cc4ccccc4)CC3)cc(=O)oc2c1	?	.
84	COc1ccc(-c2csc(NC(=O)C3CCN(c4ncnc5sc(C)c(C)c45)CC3)n2)cc1OC	?	.
85	COc1ccc(C(=O)Nc2ccc(C)cn2)cc1S(=O)(=O)N1CCCc2ccccc21	?	.
86	CC(C)n1cnc2c(NCc3ccc(S(N)(=O)=O)cc3)nc(NCc3ccc(S(N)(=O)=O)cc3)nc21	5.8%	6.7
87	Cc1nnc(C)n1/N=C/c1cccn1C	17.7%	-21.1
88	Cc1ccc(N2CC(C(=O)Nc3ccc(S(=O)(=O)Nc4nccs4)cc3)CC2=O)cc1 (configuration not stated)	-8.7%	-7.1
89	COc1ccc(OCc2ccc(/C=N\NC(=O)c3sccc3C)o2)cc1	i	-20.7
90	Clc1ccccc1/C=C/C=N/Nc1nc(N2CCOCC2)nc(N2CCOCC2)n1	?	.
91	O=Cc1c(Cl)nc2ccccn2c1=O	?	.
92	Nc1nonc1C(=O)N/N=C\c1cc2c(cc1Cl)OCO2	i	16.7
93	c1ccc(N2CCN(c3nnc(Cc4cccnc4)c4ccccc34)CC2)nc1	-2.4%	-17.3
94	Cc1ccc(NCc2ccc(C)s2)cc1	?	.
95	CN1CCN(C(=O)c2cc(COc3ccccc3)on2)[C@@H](c2ccccc2)C1	?	.
96	CN(C(=O)CSc1nc2ccc(Br)cc2c(=O)n1Cc1ccco1)C1CCS(=O)(=O)C1 (configuration not stated)	?	.
97	CC1=C(C)C(OCCCl)N(c2cc(O)c(Cl)cc2F)C1=O (configuration not stated)	0.6%	9.1
98	O=C(CSc1ncnc2ccccc12)Nc1ccc2c(c1)OCO2	?	.
99	CCCCc1ccc(NC(=S)Nc2cccnc2)cc1	4.1%	2.3
100	CNc1nc(Cl)c(SC)c(NCc2ccc(F)cc2)n1	?	.

Later entries:
entry	SMILES	S3 lipid droplet	S3 lipid droplet cell count max
101	CCCCn1c(N)c(N(CCOC)C(=O)CSc2nnc(-c3ccc(C(C)(C)C)cc3)n2N)c(=O)[nH]c1=O	i[0.0737 µM]	.
102	Cc1cc(C)c2nc(NNC(=O)c3cc(=O)c4ccccc4o3)sc2c1	?	.
103	Cc1nc(N2CCN(C)CC2)c2sc(=S)n(C)c2n1	?	.
104	CN(C1CCCCC1)S(=O)(=O)c1cccc(C#N)c1	?	.
105	COCCn1nnnc1C(c1cccc(OC)c1OC)N1CCN(C2CCCCC2)CC1 (configuration not stated)	?	.
106	c1ccc(OCc2nn3c(Cn4nnc5ccccc54)nnc3s2)cc1	i	.
107	COC(=O)c1c(-c2cccc3ccccc23)csc1NC(=O)Cc1ccc(OC)c(OC)c1	-4.4%	0.6
108	CC(/C=N\N1CCN(Cc2ccc(C)cc2)CC1)=C\c1ccccc1	?	.
109	COc1ccc(CNC(=O)C2CCC(CNS(=O)(=O)c3cccc4nsnc34)CC2)cc1 (configuration not stated)	4.4%	12.5
110	Cc1cccc(NC(=O)c2cccc(S(=O)(=O)N3CCCCC3)c2)c1	?	.
111	COc1ccc(N2CCC(CNC(=S)Nc3ccc(C)cc3C)C2)cc1 (configuration not stated)	-18.3%	-21.6
112	O=C(NC1=NCCS1)c1cc2ccccc2o1	13.6%	5.2
113	C=C(C)CCOC(=O)C(CC(=O)O)NCc1ccco1 (configuration not stated)	?	.
114	CCOC(=O)CC(NC(=O)c1ccc(C)cc1)c1ccc(OC)cc1 (configuration not stated)	?	.
115	COc1ccc(-c2cc(C(F)(F)F)n3nc(C(=O)Nc4c(C)n(C)n(-c5ccccc5)c4=O)c(Cl)c3n2)cc1	?	.
116	Cc1ccc(-c2nn3c(C)nnc3s2)cc1N	?	.
117	CC1(C)CC(=O)C2=C(C1)OC(N)=C([N+](=O)[O-])C2c1ccc(F)cc1 (configuration not stated)	-10.8%	6.2
118	Cc1ccc(NC(=O)c2ccc(Cn3cc(Br)cn3)o2)cc1	4.5%	3.1
119	COCCN(C(=O)CSc1nnc(C)n1-c1ccccc1)c1c(N)n(Cc2ccccc2)c(=O)[nH]c1=O	1.9%	19.1
